# TLR4-MyD88 BLA – TLR4-MyD88 interaction inhibition in cells; O00206+Q99836; HeLa CL3-4 TLR4/MyD88 BLA complementation, FRET ratio; inhibition, % at 8.4 µM; hit rate 0.18% among 200,000; AID 861; in the data active = inhibition above about 25%;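 note: 0% = vehicle and 100% = reference inhibitor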
# APP 5UTR inh – APP translation inhibition | SH-SY5Y APP 5'UTR-luciferase reporter, luminescence | inhibition, % at 2 µM | hit rate 0.82% among 190,000;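 active = inhibition above a set limit, derived from the sample mean plus 3 SD, cut at about 45% in these data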; note: values of inactives mirror those of a sister screen read the other way
# Diaphorase act – diaphorase activation or chemical reduction counter-screen. Diaphorase/resazurin coupled assay, resorufin fluorescence, 16 min; stronger effect = higher value; 1 = vehicle wells, 0 = NADH-free wells. activation factor at 20 µM. hit rate 0.005% among 190,000. AID 1229;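 active = diaphorase activity raised at least twofold by the compound at 20 µM; inactive = activation factor below 2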
#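 Measured by – red resorufin fluorescence at 544/590 nm excitation/emission · Test system – Clostridium kluyveri diaphorase, purified enzyme · Incubation – reaction time 16 min, room temperature · Buffer or medium – 50 mM HEPES pH 7.4 with 4.542 mM MgCl2, 0.005% Tween 20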
# FLuc inhib CS – inhibits firefly luciferase, flagging false hits in luciferase inhibition screens; ATPLite firefly luciferase biochemical luminescence, 10 min; hit rate 1.5% among 200,000; inhibition, % at 10 µM;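 active = inhibition above about 50% when tested at 10 µM, limit read from the data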
# Target sequence (P08659 whole entry, looked up): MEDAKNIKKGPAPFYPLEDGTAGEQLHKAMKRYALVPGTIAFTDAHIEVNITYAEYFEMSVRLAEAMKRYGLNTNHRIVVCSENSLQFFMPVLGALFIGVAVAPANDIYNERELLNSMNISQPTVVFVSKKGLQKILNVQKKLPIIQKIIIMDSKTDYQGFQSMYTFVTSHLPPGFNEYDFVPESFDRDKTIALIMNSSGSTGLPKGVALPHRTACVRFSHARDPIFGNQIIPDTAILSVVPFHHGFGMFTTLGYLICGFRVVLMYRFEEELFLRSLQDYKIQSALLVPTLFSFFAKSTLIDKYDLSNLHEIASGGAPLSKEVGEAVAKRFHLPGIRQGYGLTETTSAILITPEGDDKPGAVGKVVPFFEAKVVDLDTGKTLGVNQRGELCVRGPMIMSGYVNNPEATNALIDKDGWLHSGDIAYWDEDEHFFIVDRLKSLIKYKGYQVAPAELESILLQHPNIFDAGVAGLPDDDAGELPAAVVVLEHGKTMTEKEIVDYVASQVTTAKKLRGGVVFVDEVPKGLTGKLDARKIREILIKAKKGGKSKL
# APP 5'UTR act – activates APP 5'UTR luciferase reporter; activation, % at 2 µM; SH-SY5Y APP 5'UTR luciferase reporter, luminescence; zero percent = DMSO vehicle wells; hit rate 1% among 190,000;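 active = activation above a set limit, based on mean plus 3 SD of controls, cut at about 140% in these data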; note: values of inactives mirror those of a sister screen read the other way
# STAT1 activator – increases IFN-gamma driven STAT1 reporter signal. NIH 3T3 STAT1-luciferase reporter, luminescence; 100% = IFN-gamma alone, no compound. activation (% of control), % at 5.5 µM. hit rate 2.6% among 200,000;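 active = activation above the screen-wide mean activation plus 3 SD, cut at about 130% in these data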;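 note: raw ratio to IFN-gamma control signal so 100% means no change and 0% no light; values of inactives mirror those of a sister screen read the other way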
# NF-kB neuron act – raises NF-kB expression in human neuronal cells; NF-kB reporter expression; stronger effect = higher value; fold change at 12.5 µM; hit rate 1.6% among 190,000; AID 1239; in the data active = fold change above about 3.3
# FLuc stim CS – affects firefly luciferase, flagging false hits in luciferase stimulation screens | P08659 | ATPlite luciferase biochemical, luminescence, 10 min; 0 = ATP-free wells, 1 = DMSO control | activation factor at 10 µM | 200,000 tested, under 10 active;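 active = luciferase activation factor, scaled between plate controls, of at least 2 with compound at 10 µM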
#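 Assay system: Luciferase/luciferin reagent mix; Medium: PBS as buffer for the ATP substrate; Dosing: test compounds dosed from 2 mM stocks in 100% DMSO; Times: 10 min, room temperature; Signal: luminescence from luciferase reaction; Read-out: luciferase activation; Controls: No-ATP low control, compound-free enzyme-plus-ATP high control.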
# G6PDH CS – L. mesenteroides G6PDH inhibition counter-screen; hit rate 0.12% among 200,000; inhibition, % at 5 µM; AID 1020; Purified L. mesenteroides G6PDH, diaphorase/resazurin coupled fluorescence, 45 min; in the data active = inhibition above about 50%
# Diaphorase inh – inhibits diaphorase or chemically oxidizes, flagging diaphorase assay artifacts; hit rate 0.69% among 190,000; diaphorase resazurin-to-resorufin fluorescence, NADH, 16 min; bacterial (C. kluyveri) enzyme, not human; inhibition, % at 20 µM;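 active = primary screen inhibition at 20 µM above a set limit, cut at about 50% in these data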;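 note: plate controls were DMSO with full reaction for no effect and wells lacking NADH for full effect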
#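 Test system: bacterial diaphorase enzyme (C. kluyveri); Quantity: 0.14 U/mL diaphorase, enzyme working solution; Times: reaction incubation of 16 min at room temperature; Measured by: fluorescence of resorufin formed from resazurin, Ex 544/Em 590 nm; Benchmarks: positive control minus NADH, DMSO neutral control.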
# The depositor's hits bear a star; · = no result given.
SMILES,TLR4-MyD88 BLA,APP 5UTR inh,Diaphorase act,FLuc inhib CS,APP 5'UTR act,STAT1 activator,NF-kB neuron act,FLuc stim CS,G6PDH CS,Diaphorase inh
CCN(CC)S(=O)(=O)c1ccc2oc(C(=O)N3CCc4ccccc4C3)c(C)c2c1,-10,-16,0.8,-7,16,107,0.68,1.1,-3,16
Cc1cccc(/C=C2/SC(=O)N(Cc3ccccc3)C2=O)n1,0,24,0.9,-5,-24,100,1.1,1.1,2,14
CC(C)(C)C1=C(C#N)C(c2ccncc2)C(C#N)=C(N)O1 (centres undefined),-5,-21,0.8,-10,21,98,1.1,1.1,0,20
O=C(c1cc2ccccc2oc1=O)N(Cc1ccccc1)CC1CCCO1 (centres undefined),-2,-8,1,-4,8,108,1,1,0,-1
CCCCn1c(SCC(=O)N(CC)C2CCS(=O)(=O)C2)nc2cc(S(N)(=O)=O)ccc21 (centres undefined),-17,-27,0.9,-5,27,97,1,1,1,7
COc1ccc(N2C3=C(CC4=C2CC(C)(C)CC4=O)C(=O)CC(C)(C)C3)cc1,-3,-12,0.8,1,12,99,0.9,1,3,23
Cc1ccc(S(=O)(=O)O/N=C2\CCCc3ccccc32)cc1,5,-7,0.7,-8,7,101,0.81,1.1,8,32
O=C(OC1CCOC1=O)c1ccc(NS(=O)(=O)c2cccs2)cc1 (centres undefined),3,-15,0.9,0,15,93,0.97,1,8,5
CCN1C(=O)/C(=C/c2cnn(CC)c2C)SC1=S,-9,-21,0.8,-1,21,91,1.3,1,2,23
COc1ccc(C(C)NC(=O)c2ccc([N+](=O)[O-])cc2)cc1OC (centres undefined),4,-2,0.8,-5,2,98,0.96,1.1,8,16
Cc1c(NC(=S)NC(NC(=O)CC(C)C)C(Cl)(Cl)Cl)c(=O)n(-c2ccccc2)n1C (centres undefined),-11,14,0.9,-5,-14,101,0.85,1.1,-8,11
COCCOC(=O)c1c(C)oc2ccc(OCc3cc(C(=O)OC)oc3C)cc12,1,-16,0.7,-11,16,98,0.68,1.1,10,32
O=C(NCc1ccncc1)c1cn(-c2ccccc2)nc1-c1cccnc1,7,25,1.1,8,-25,98,0.96,0.9,0,-6
Clc1ccc(-c2csc(-c3ccncc3)n2)cc1,-7,-20,0.9,7,20,126,1.8,0.9,2,8
CCCCN(CCCC)C(=S)NC(=O)C(C)(C)C,11,-7,1,-10,7,106,0.93,1.1,3,3
COCCCNc1nc2c(c(=O)[nH]c(=O)n2C)n1CC(O)COc1ccccc1 (centres undefined),-1,3,0.9,-5,-3,104,1.1,1.1,3,12
Cc1nnc(SCCn2c(N3CCCCC3)nc3c2c(=O)n(C)c(=O)n3C)s1,6,-5,·,·,5,99,·,·,·,·
N#Cc1ccc(C(=O)Nc2nc(-c3cccs3)c(C(=O)C(F)(F)F)s2)cc1,-1,-4,1,-12,4,96,0.34,1.1,16,3
CC1CC(C)CN(C(=O)COC(=O)c2cc3ccccc3cc2O)C1 (centres undefined),4,-5,0.8,-4,5,93,1.4,1,7,20
CCC(c1nnnn1Cc1ccco1)N(CCN1CCOCC1)Cc1cc2cc(C)ccc2[nH]c1=O (centres undefined),-7,2,0.7,-1,-2,102,1,1,15,32
Cc1cc(OCC(O)CN)ccc1Cl (centres undefined),8,-38,1.1,-5,38,109,0.97,1.1,0,-14
COCCNC(=S)Nc1cc(S(=O)(=O)N2CCOCC2)ccc1N1CCCCC1,-15,-22,1,2,22,105,1,1,-4,4
COc1ccc(N2C(=O)C3CCCN3C2c2cccs2)cc1 (centres undefined),3,-10,0.8,0,10,102,0.98,1,7,24
O=C(C1CCN(S(=O)(=O)c2cccc3nsnc23)CC1)N1CCn2c1nc1ccccc12,3,17,0.7,-10,-17,89,0.97,1.1,7,25
Cc1cc(C)c2sc(NNC(=O)C3COc4ccccc4O3)nc2c1 (centres undefined),6,9,1.2,-4,-9,105,1.1,1,12,-19

# 13 entries from above, with bars between the fields:
molecule | TLR4-MyD88 BLA | APP 5UTR inh | Diaphorase act | FLuc inhib CS | APP 5'UTR act | STAT1 activator | NF-kB neuron act | FLuc stim CS | G6PDH CS | Diaphorase inh
Cc1cccc(/C=C2/SC(=O)N(Cc3ccccc3)C2=O)n1 | 0 | 24 | 0.9 | -5 | -24 | 100 | 1.1 | 1.1 | 2 | 14
CC(C)(C)C1=C(C#N)C(c2ccncc2)C(C#N)=C(N)O1 (centres undefined) | -5 | -21 | 0.8 | -10 | 21 | 98 | 1.1 | 1.1 | 0 | 20
O=C(c1cc2ccccc2oc1=O)N(Cc1ccccc1)CC1CCCO1 (centres undefined) | -2 | -8 | 1 | -4 | 8 | 108 | 1 | 1 | 0 | -1
CCCCn1c(SCC(=O)N(CC)C2CCS(=O)(=O)C2)nc2cc(S(N)(=O)=O)ccc21 (centres undefined) | -17 | -27 | 0.9 | -5 | 27 | 97 | 1 | 1 | 1 | 7
COc1ccc(N2C3=C(CC4=C2CC(C)(C)CC4=O)C(=O)CC(C)(C)C3)cc1 | -3 | -12 | 0.8 | 1 | 12 | 99 | 0.9 | 1 | 3 | 23
Cc1ccc(S(=O)(=O)O/N=C2\CCCc3ccccc32)cc1 | 5 | -7 | 0.7 | -8 | 7 | 101 | 0.81 | 1.1 | 8 | 32
O=C(OC1CCOC1=O)c1ccc(NS(=O)(=O)c2cccs2)cc1 (centres undefined) | 3 | -15 | 0.9 | 0 | 15 | 93 | 0.97 | 1 | 8 | 5
CCN1C(=O)/C(=C/c2cnn(CC)c2C)SC1=S | -9 | -21 | 0.8 | -1 | 21 | 91 | 1.3 | 1 | 2 | 23
COc1ccc(C(C)NC(=O)c2ccc([N+](=O)[O-])cc2)cc1OC (centres undefined) | 4 | -2 | 0.8 | -5 | 2 | 98 | 0.96 | 1.1 | 8 | 16
Cc1c(NC(=S)NC(NC(=O)CC(C)C)C(Cl)(Cl)Cl)c(=O)n(-c2ccccc2)n1C (centres undefined) | -11 | 14 | 0.9 | -5 | -14 | 101 | 0.85 | 1.1 | -8 | 11
COCCOC(=O)c1c(C)oc2ccc(OCc3cc(C(=O)OC)oc3C)cc12 | 1 | -16 | 0.7 | -11 | 16 | 98 | 0.68 | 1.1 | 10 | 32
O=C(NCc1ccncc1)c1cn(-c2ccccc2)nc1-c1cccnc1 | 7 | 25 | 1.1 | 8 | -25 | 98 | 0.96 | 0.9 | 0 | -6
Clc1ccc(-c2csc(-c3ccncc3)n2)cc1 | -7 | -20 | 0.9 | 7 | 20 | 126 | 1.8 | 0.9 | 2 | 8

# (more compounds)
SMILES,TLR4-MyD88 BLA,APP 5UTR inh,Diaphorase act,FLuc inhib CS,APP 5'UTR act,STAT1 activator,NF-kB neuron act,FLuc stim CS,G6PDH CS,Diaphorase inh
Cc1cccc(NC(=O)C2CCCN2/C=C/C(=O)C(F)(F)F)c1C (centres undefined),-1,2,1,-11,-2,97,1.1,1.1,9,5
O=C(COC(=O)c1cnccn1)NCc1ccc2c(c1)OCO2,0,-20,1.1,-6,20,100,1.2,1.1,13,-6
Cc1cc(NC(=O)CCCn2cc([N+](=O)[O-])cn2)n(Cc2ccc(F)cc2)n1,14,-17,0.8,-9,17,92,0.99,1.1,1,24
CC(=O)Nc1ccc(NC(=O)c2ccccc2Sc2ccc([N+](=O)[O-])cc2Cl)cc1,6,2,0.8,-5,-2,98,0.91,1,-14,15
Cc1onc(-c2ccccc2)c1C(=O)NC(C)C,-1,·,0.9,-8,·,104,1.2,1.1,-3,6
COCC(C)NCc1ccccc1C (centres undefined),2,9,0.9,-4,-9,93,1.8,1,6,13
COC(=O)NC1(C(F)(F)F)C(=O)NC(C)=C1C(=O)OC (centres undefined),-4,-3,0.9,-3,3,98,1,1,2,5
O=C(C(=O)N1CCN(C(=O)c2ccco2)CC1)c1c[nH]c2ccccc12,2,18,0.9,-3,-18,110,1,1,-1,5
Cc1ccc(NC(=O)CCc2ccc(S(=O)(=O)N3CCOCC3)cc2)c(C)c1,-2,-7,0.9,-5,7,97,0.95,1,-3,12
CCC(C)(C(=O)NC1CCCC1)N(C(=O)CNC(C)=O)c1ccc(C)cc1 (centres undefined),1,-7,0.8,-6,7,93,0.81,1.1,-4,19
CCCCNC(C(=O)Nc1ccc([N+](=O)[O-])cc1Br)c1ccccc1 (centres undefined),-7,-1,0.8,0,1,100,0.19,1,1,18
Cc1csc(NC(=O)CCn2c(=O)sc3ccccc32)n1,-2,-15,0.9,8,15,100,1.1,0.9,3,13
O=C(CCc1ccc(S(=O)(=O)NC2CCCCC2)cc1)NCc1ccccn1,6,-1,0.9,-2,1,104,0.87,1,7,5
CCOC(=O)C1CCN(C(=O)COc2cccc(C)c2)CC1,13,-3,0.9,-7,3,91,1.3,1.1,-17,11
COc1cccc(C(=O)N2CCN(C3CCN(Cc4ccccc4)CC3)CC2)c1,12,·,0.9,-12,·,96,1.2,1.1,10,11
S=c1nc(-c2ccccc2)oc2c1CCCC2,-7,-76,0.3,29,76,132*,4*,0.7,3,65*
CCOc1ccccc1C(=O)NCC(=O)O,-5,0,1.1,-11,0,97,1.1,1.1,10,-15
O=[N+]([O-])c1cc(-n2cccc2)ccc1N1CCOCC1,-9,-5,0.9,-2,5,111,1.2,1,0,14
Cc1ccc2c(c1)C(O)(CC(=O)c1ccc(C)s1)C(=O)N2 (centres undefined),1,-11,0.9,-6,11,110,1.2,1.1,11,7
CCCCCC/C(=N/O)c1ccccn1,5,-27,1,-5,27,102,0.85,1,-4,3
Cc1ccc(N=C2NC(=O)C(CC(=O)NCc3ccccc3)S2)cc1C (centres undefined),-2,-11,1,4,11,98,1.1,1,3,0
Cc1cc2ncn(C(=O)N3CCC(C)CC3)c2cc1C,-12,-52,0.8,-5,51,113,1.6,1,-3,15
CCOC(=O)Cn1c(=O)cnc2ccccc21,-8,6,0.9,-2,-6,94,0.88,1,2,12
C[N+]1(CCn2ccc3ccccc32)CCCCC1,11,2,0.9,-2,-2,103,1.3,1,6,5
CCCCN1C(=O)C(=O)N(CC(=O)N2N=C3/C(=C/c4ccco4)CCCC3C2c2ccco2)C1=O (centres undefined),-16,1,0.9,4,-1,88,·,1,12,9
COc1ccc(-c2nc3ccc(N4CCCC4)cc3c(=O)[nH]2)cc1OC,-2,3,0.9,-8,-3,99,0.96,1.1,4,14
CN(c1ccccc1)S(=O)(=O)c1ccc(Cl)c(C(=O)NC2=NCCS2)c1,1,-3,1.1,3,3,99,1.1,1,5,-6
O=C(CCCn1c(=O)c2sccc2n(Cc2ccc(F)cc2)c1=O)NCc1ccco1,9,1,0.8,-5,-1,110,1.2,1.1,-16,16
CCn1c(CNc2ccc(Cl)cc2)nnc1SCCN1CCCCC1,4,6,1,-4,-6,100,1.1,1,0,4
Cc1cc(Nc2cc(F)ccc2C)n2nc(C)nc2n1,3,-9,1.1,-7,9,104,1,1.1,19,-10

# From PubChem BioAssay
